Source: PubChem BioAssay (several laboratories)
FadD28 binding – inhibitors of FadD28 bisubstrate probe binding, primary screen, biochemical, fluorescence polarization, single point; 0.22% of 360,000 active; Mycobacterium tuberculosis FadD28 fatty-acid-AMP ligase; AID 588549, 2011; inhibition, % at 12.5 µM; in the data active = inhibition above about 8.5%, passing the limit was not always enough; inconclusive = no clear call, values can overlap the other calls
BoNT F protease – BoNT/F light chain protease inhibitors, primary screen, biochemical, flow cytometry, MLPCN library | Multiplex microsphere protease cleavage assay | inhibition, % at 10 µM | 0.22% of 360,000 active | AID 588497, 2011; in the data active = inhibition above about 35%, passing the limit was not always enough; inconclusive = no clear call, values can overlap the other calls; note: plate controls were buffer without enzyme for full effect and enzyme alone for no effect
GDH-TPI counter – GDH-TPI coupling enzyme inhibitors, primary screen, artefact control for M. tuberculosis FBA inhibitor project, biochemical, absorbance, full deck | GDH-TPI coupled enzyme counterscreen, NADH absorbance | inhibition, % at 4.8 µM | 1.2% of 360,000 active | AID 588335, 2011; in the data active = inhibition above about 30%;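 note: 0% = DMSO wells and 100% = wells lacking the enzyme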
Mtb BioA inh – M. tuberculosis BioA enzyme inhibitors, primary screen, biochemical, plate reader, single point, HTS; 0.096% of 360,000 active; inhibition, % at 9.99 µM; 7,8-diaminopelargonic acid synthase BioA (Mycobacterium tuberculosis); purified M. tuberculosis BioA enzyme; AID 602481, 2012; in the data active = inhibition above about 40%; inconclusive = no clear call, values can overlap the other calls
PrPC surface inh – inhibitors of human cell surface prion protein PrPC, primary screen, cell-based, TR-FRET; Major prion protein (Homo sapiens), P04156; TR-FRET read-out; inhibition, % at 13.8 µM; 0.43% of 370,000 active; in the data active = inhibition above about 24%; note: 0% = median of the test wells and 100% = reference compound wells
MazEF act – activators of E. coli MazEF toxin-antitoxin RNase, primary screen, biochemical, fluorescence, uHTS | AID 504720, 2011 | Endoribonuclease toxin MazF (Escherichia coli (strain K12)), P0AE70 | 0.32% of 350,000 active | FAM/BHQ RNA-DNA oligo cleavage fluorescence, 5 h | activation, % at 20 µM; in the data active = activation above about 50%
Target sequence (P0AE70 whole entry, looked up): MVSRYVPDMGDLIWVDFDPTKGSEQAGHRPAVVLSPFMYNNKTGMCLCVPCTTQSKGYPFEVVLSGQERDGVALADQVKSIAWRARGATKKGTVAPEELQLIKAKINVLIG
Rv3671c protease – Rv3671c serine protease inhibitors, primary screen, biochemical, fluorescence polarization, M. tuberculosis H37Rv; P9WHR9; inhibition, % at 5.96 µM; 0.048% of 320,000 active; AID 2606, 2010; in the data active = inhibition above about 38%;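 note: extracellular domain of Rv3671c used as enzyme; 0% = enzyme with DMSO and 100% = no enzyme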
Mtb UGM inh – M. tuberculosis UGM enzyme inhibitors, primary screen, biochemical, fluorescence polarization, single point; AID 504406, 2011; inhibition, % at 10 µM; UDP-galactopyranose mutase (Mycobacterium tuberculosis (strain ATCC 25618 / H37Rv)), …; 0.06% of 320,000 active; purified UGM, fluorescence polarization probe displacement; in the data active = inhibition above about 10%, passing the limit was not always enough; inconclusive = no clear call, values can overlap the other calls
Target sequence (P9WIQ1 whole entry, looked up): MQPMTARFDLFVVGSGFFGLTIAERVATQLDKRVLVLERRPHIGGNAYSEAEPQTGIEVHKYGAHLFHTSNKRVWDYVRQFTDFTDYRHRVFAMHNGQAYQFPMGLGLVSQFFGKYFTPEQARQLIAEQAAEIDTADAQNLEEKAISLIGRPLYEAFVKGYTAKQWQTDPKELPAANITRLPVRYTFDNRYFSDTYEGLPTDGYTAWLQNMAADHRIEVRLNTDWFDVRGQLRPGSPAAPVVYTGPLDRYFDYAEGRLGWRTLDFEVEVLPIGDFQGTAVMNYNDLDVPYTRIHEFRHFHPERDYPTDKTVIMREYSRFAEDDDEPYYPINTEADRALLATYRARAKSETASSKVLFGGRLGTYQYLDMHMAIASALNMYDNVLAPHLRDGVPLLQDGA
Mtb FBA inh – Mtb FBA enzyme inhibitors, primary screen, biochemical, fluorescence, strain H37Rv; 2.3% of 360,000 active; Fructose-bisphosphate aldolase (Mycobacterium tuberculosis (strain ATCC 25618 / H37Rv)), …; inhibition, % at 1 µM; purified M. tuberculosis FBA, fluorescence read-out; in the data active = inhibition above about 27%;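 note: 0% = vehicle and 100% = reference inhibitor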
Target sequence (P9WQA3 whole entry, looked up): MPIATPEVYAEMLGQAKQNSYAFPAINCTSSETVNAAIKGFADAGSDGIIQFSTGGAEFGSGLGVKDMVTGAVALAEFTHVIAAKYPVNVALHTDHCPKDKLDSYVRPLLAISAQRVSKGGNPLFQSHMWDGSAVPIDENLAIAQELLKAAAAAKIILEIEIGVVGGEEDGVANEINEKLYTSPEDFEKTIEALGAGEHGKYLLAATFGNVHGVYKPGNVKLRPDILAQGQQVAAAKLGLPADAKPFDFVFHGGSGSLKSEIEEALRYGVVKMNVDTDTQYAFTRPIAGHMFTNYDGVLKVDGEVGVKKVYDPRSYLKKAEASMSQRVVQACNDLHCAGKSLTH
* = called active by the depositor; u = inconclusive; x = no result given; + = active, no number. No enrichment for hits; 4.8% or so of the library scored in one or more.

SMILES	FadD28 binding	BoNT F protease	GDH-TPI counter	Mtb BioA inh	PrPC surface inh	MazEF act	Rv3671c protease	Mtb UGM inh	Mtb FBA inh
CNC(=O)Oc1ccc(-c2cn3cc(Cl)ccc3n2)cc1	-0.7	-3	25	x	1	12	-2	0.5	16
O=C1CCC(C(=O)OCc2nnc(-c3ccccc3)o2)=NN1	-1.1	-4	-8	-0.5	3	1	-2	-0.1	-4
COc1ccc(C(=O)CNc2ccc(C)cc2C)cc1	-0.9	u	10	x	-4	11	1	1.8	-3
COc1cccc(C(=O)CC(=O)C(=O)Nc2ccc([N+](=O)[O-])cc2C)c1	0.0	u	13	-0.5	3	4	2	2.5	0
Cc1cccc(NC(=O)c2ccccc2NC(=O)C2CCCCC2)c1C	-0.5	-10	5	0.1	-8	6	-5	-2.3	4
O=C(NCC1CCCO1)c1nn2c(C(F)(F)F)cc(-c3ccc(Br)o3)nc2c1Br (stereo not given)	0.1	2	20	0.0	-8	14	1	-2.9	0
CCC(C(=O)NC(C)CCc1ccco1)n1nc(C)n2c(cc3occc32)c1=O (stereo not given)	-1.0	-5	17	4.2	-9	4	6	-5.4	-2
COc1ccc(C)cc1NC(=O)c1sc2ncnc(N3CCN(c4ccccn4)CC3)c2c1C	-2.9	2	-5	4.3	-8	-26	2	0.9	-4
COc1cc(Br)c(CC(=O)NC2CC2)cc1OC	-1.1	-12	-3	-1.2	-1	4	6	-0.9	2
CCOc1ccc(NC(=O)C2CCN(S(C)(=O)=O)CC2)cc1	-0.7	-21	11	1.2	0	-1	5	0.8	-1
CCC(C)(C)NC(=O)C(c1ccc(C)cc1)N(Cc1ccco1)C(=O)CCC(=O)Nc1nccs1 (stereo not given)	-3.0	2	8	-1.0	-3	5	2	1.6	-1
O=C(N[C@@H]1c2ccccc2CC[C@@H]1OCc1ccccc1)c1ccc(C(F)(F)F)cc1	-4.0	3	-5	-1.2	-5	-2	x	x	-1
CCOc1ccccc1-n1nnnc1SCC(=O)Nc1cc2oc3ccccc3c2cc1OC	0.7	4	0	-1.3	9	-6	-2	-1.5	9
Cc1cccc(NC(=O)N2CCCCCC2)c1C	1.3	x	5	1.8	4	3	3	1.8	0
COc1ccc(C2C(C#N)=C(N)Oc3c2oc(CO)cc3=O)cc1 (stereo not given)	-1.9	2	11	-1.4	-2	4	6	0.8	5
N/C(=N\OC(=O)/C=C/c1ccccc1)c1cccnc1	-3.9	-4	0	x	5	-2	-5	1.8	0
Cc1cccc(C)c1NC(=O)CCCN1CC(C)OC(C)C1 (stereo not given)	-3.0	21	-8	-1.2	-4	6	1	-4.9	-4
COCCN(CC(=O)Nc1cccc(C)c1C)C(=O)Cn1cnc2ccccc2c1=O	-3.4	18	0	-0.4	1	6	x	x	-1
C/C(=N\S(=O)(=O)c1ccc(C)cc1)NC(=S)Nc1ccc(C)cc1	-2.6	-9	1	-2.0	-1	-2	4	0.9	0
COC(=O)Cn1c(=O)c2c(nc3n2CC(C)CN3CCc2ccccc2)n(C)c1=O (stereo not given)	x	7	-3	1.5	7	0	x	x	1
CC(NC(=O)c1ccc(Br)cc1)c1ccc2c(c1)CCCC2 (stereo not given)	-1.8	-6	0	1.7	-2	10	-6	x	1
CCC(=O)NCc1cc(-c2nn(C)c(=O)c3ccccc23)ccc1OC	0.3	1	2	x	-7	-2	-1	2.1	12
Cc1cc(C)[n+](-c2ccc(C(C)C)cc2)c2[nH]c(=O)[nH]c(=O)c12	-4.3	3	11	1.3	-2	7	-16	-1.1	+
COCCn1nnnc1C(c1ccc(Cl)cc1)N1CCN(C(=O)c2ccco2)CC1 (stereo not given)	0.1	2	-2	0.0	2	-30	1	-2.3	2
CCN(CC)S(=O)(=O)c1ccc(OC)c(NC(=O)c2cccc([N+](=O)[O-])c2C)c1	-1.4	-2	7	x	-6	3	-6	2.7	0
CCC(C)NC(=O)CC(c1ccccc1)c1cc(C)ccc1O (stereo not given)	-2.9	-2	4	-0.4	-7	0	10	-1.2	-1
Cc1ccc(Nc2nc(=O)c3cc([N+](=O)[O-])ccc3s2)cc1	-1.1	-3	18	x	1	-10	-12	8.3	1
COc1ccc(S(=O)(=O)Nc2c(C)nn(C)c2C)cc1Br	-0.5	2	4	0.1	6	-1	-5	2.6	1
Cc1ccc(C(=O)NNC(=O)Cn2nnc3ccccc32)cc1	0.4	-11	18	-1.3	3	-28	-1	x	5
O=C1CC2(CCCCC2)Oc2ccc(O)cc21	-0.8	-11	-9	0.8	-3	3	-1	3.1	4

An excerpt of these results, as a markdown table.
| Structure | FadD28 binding | BoNT F protease | GDH-TPI counter | Mtb BioA inh | PrPC surface inh | MazEF act | Rv3671c protease | Mtb UGM inh | Mtb FBA inh |
| --- | --- | --- | --- | --- | --- | --- | --- | --- | --- |
| COCCN(CC(=O)Nc1cccc(C)c1C)C(=O)Cn1cnc2ccccc2c1=O | -3.4 | 18 | 0 | -0.4 | 1 | 6 | x | x | -1 |
| C/C(=N\S(=O)(=O)c1ccc(C)cc1)NC(=S)Nc1ccc(C)cc1 | -2.6 | -9 | 1 | -2.0 | -1 | -2 | 4 | 0.9 | 0 |

Other structures:
SMILES	FadD28 binding	BoNT F protease	GDH-TPI counter	Mtb BioA inh	PrPC surface inh	MazEF act	Rv3671c protease	Mtb UGM inh	Mtb FBA inh
COC(=O)C1C(=O)NCC1c1ccccc1 (stereo not given)	-1.0	-18	13	-2.4	-2	8	1	-0.8	-5
CC1CCCC(C)N1C(=O)Cn1cnc2cc([N+](=O)[O-])ccc2c1=O (stereo not given)	-5.5	-22	-1	x	-55	11	5	-1.0	1
Cc1ccn2cc(CC(=O)O)nc2c1	-1.4	1	-2	0.8	-3	-15	3	3.8	19
Cc1nc2ccccc2c(=O)n1Cc1ccc([N+](=O)[O-])cc1	-2.8	u	7	28	-18	2	6	-2.1	2
CC1(C(=O)NS(=O)(=O)c2cccc(F)c2)CCN1C(=O)Cc1ccc(-c2ccccc2)cc1 (stereo not given)	-6.9	3	10	1.1	-6	x	x	x	-2
Cn1c(-c2ccc(F)cc2)cnc1SCC(=O)N1CCCCC1	-0.5	4	4	0.8	0	-2	0	0.4	-1
O=C(NCc1ccccc1Cl)C(=O)NCC1OCCN1S(=O)(=O)c1ccc(F)cc1 (stereo not given)	1.3	-1	7	-0.9	4	3	-8	-1.1	2
CN(C(=O)CSc1nnc(N)s1)c1c(N)n(Cc2ccccc2)c(=O)[nH]c1=O	-0.7	8	8	0.3	-7	-17	8	-1.2	1
COc1cc2c(cc1OC)CN(C(=O)c1oc3ccccc3c1C)CC2	x	-13	1	x	-3	10	1	-3.6	-3
O=C(Nc1ccccc1)c1ccc(NC2CCCCC2)c(S(=O)(=O)N2CCOCC2)c1	-4.1	-12	7	4.2	10	1	-60	-2.3	0
CCCCOP(=O)(OCCCC)C1(C)CC(=O)CC(C)(C)C1 (stereo not given)	2.5	3	-1	1.4	6	-5	x	x	2
O=C(/C=C/c1ccc2c(c1)OCCO2)c1ccccc1	-1.5	x	14	-0.8	9	7	-10	0.0	-1
NC(Cc1ccc(C(F)(F)F)cc1)c1csc(NC(=O)Nc2ccccc2Cl)n1 (stereo not given)	u	-11	8	0.5	1	x	x	x	2
CC1=C(C)C(O)N(Cc2ccccc2)C1=O (stereo not given)	-2.4	-19	-7	-1.2	9	9	0	-1.3	0
CCc1nccn1S(=O)(=O)c1ccc2ccccc2c1	-3.7	4	-3	0.2	-2	6	-3	-0.8	0
CC1Oc2ccccc2N(Cc2ccccc2Cl)C1=O (stereo not given)	-1.0	-2	-13	x	x	-2	-1	-0.6	-2
C=C1CC(Cn2cc(Br)c(=O)[nH]c2=O)(c2ccc(-c3ccccc3)cc2)OC1=O (stereo not given)	-1.5	1	9	x	3	-17	x	x	5
O=C1c2cccc(OCc3ccc(F)cc3)c2CCN1Cc1ccc(F)cc1	-4.0	0	-3	x	21	-3	-3	0.8	-1
Cc1ccc(C(=O)NNC(=O)c2ccccc2OCc2c(C)noc2C)cc1	-0.9	2	5	-1.2	0	6	x	x	0
COc1ccc(NC(=O)CSc2n[nH]c(-c3ccncc3)n2)c([N+](=O)[O-])c1	-4.0	-2	-2	0.8	-22	0	x	-4.2	-5
O=C(COc1ccccc1Cl)NC(=S)N1CCc2ccccc21	-1.4	10	18	x	-1	-6	2	-1.2	2
Nc1cc(N)nc(SCC(=O)NCC(=O)Nc2ccc(F)c(F)c2F)n1	-4.1	-1	-6	-0.7	-4	4	10	0.4	-1
COc1ccc(OC)c2c(C)cc(N3CCN(C(=O)c4ccc(F)cc4)CC3)nc12	0.9	-16	19	2.7	0	6	-5	0.1	13

Of the compounds above, these have an aryl methoxy group.
SMILES	FadD28 binding	BoNT F protease	GDH-TPI counter	Mtb BioA inh	PrPC surface inh	MazEF act	Rv3671c protease	Mtb UGM inh	Mtb FBA inh
COc1ccc(C(=O)CNc2ccc(C)cc2C)cc1	-0.9	u	10	x	-4	11	1	1.8	-3
COc1cccc(C(=O)CC(=O)C(=O)Nc2ccc([N+](=O)[O-])cc2C)c1	0.0	u	13	-0.5	3	4	2	2.5	0
COc1ccc(C)cc1NC(=O)c1sc2ncnc(N3CCN(c4ccccn4)CC3)c2c1C	-2.9	2	-5	4.3	-8	-26	2	0.9	-4
COc1cc(Br)c(CC(=O)NC2CC2)cc1OC	-1.1	-12	-3	-1.2	-1	4	6	-0.9	2
CCOc1ccccc1-n1nnnc1SCC(=O)Nc1cc2oc3ccccc3c2cc1OC	0.7	4	0	-1.3	9	-6	-2	-1.5	9
COc1ccc(C2C(C#N)=C(N)Oc3c2oc(CO)cc3=O)cc1 (stereo not given)	-1.9	2	11	-1.4	-2	4	6	0.8	5
CCC(=O)NCc1cc(-c2nn(C)c(=O)c3ccccc23)ccc1OC	0.3	1	2	x	-7	-2	-1	2.1	12
CCN(CC)S(=O)(=O)c1ccc(OC)c(NC(=O)c2cccc([N+](=O)[O-])c2C)c1	-1.4	-2	7	x	-6	3	-6	2.7	0
COc1ccc(S(=O)(=O)Nc2c(C)nn(C)c2C)cc1Br	-0.5	2	4	0.1	6	-1	-5	2.6	1
COc1cc2c(cc1OC)CN(C(=O)c1oc3ccccc3c1C)CC2	x	-13	1	x	-3	10	1	-3.6	-3
COc1ccc(NC(=O)CSc2n[nH]c(-c3ccncc3)n2)c([N+](=O)[O-])c1	-4.0	-2	-2	0.8	-22	0	x	-4.2	-5
COc1ccc(OC)c2c(C)cc(N3CCN(C(=O)c4ccc(F)cc4)CC3)nc12	0.9	-16	19	2.7	0	6	-5	0.1	13
